# Source: PubChem (several laboratories)
# TRAIL sens C8 – sensitizes caspase-8 expressing cells to TRAIL; AID 624354; inhibition (viability loss, TRAIL sensitization), % at 10 µM; hit rate 1% among 360,000; NB7+C8 cells + TRAIL, ATPlite viability luminescence;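 active means compounds causing at least 50% loss of cell viability in the single-dose screen, relative to plate controls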
# TWEAK Fn14 block – blocks TWEAK-Fn14 interaction in a reporter cell assay; TWEAK-stimulated Fn14 reporter cells, luciferase luminescence, 8 h; inhibition, % at 10 µM; hit rate 2% among 360,000; in the data active means inhibition above about 50%
# NCOA1 inh – inhibitors of human steroid receptor coactivator 1 (SRC1). Q15788. HEK293 GAL4-SRC1 luciferase reporter, luminescence. inhibition, % at 3.6 µM. hit rate 0.12% among 360,000;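 active means inhibition above the campaign mean plus 3 SD, with each screening campaign given its own cutoff, cut at about 60% in these data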;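 further: 0% = DMSO treated cells and 100% = gossypol at 36 µM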
# SRC3 inh – inhibitors of human steroid receptor coactivator 3 (SRC3) | Q9Y6Q9 | HEK293 GAL4-SRC3 luciferase reporter, luminescence | inhibition, % at 3.6 µM | hit rate 0.17% among 360,000 | AID 588352;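 active means inhibition above a per-campaign cutoff, the mean of all compounds plus 3 SD, cut at about 60% in these data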;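 further: 0% = DMSO-treated cells and 100% = gossypol-treated cells at 36 µM; higher means less SRC3-driven luciferase light from the GAL4 reporter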
# Target sequence (Q9Y6Q9 whole entry, looked up, the tested form may be a part): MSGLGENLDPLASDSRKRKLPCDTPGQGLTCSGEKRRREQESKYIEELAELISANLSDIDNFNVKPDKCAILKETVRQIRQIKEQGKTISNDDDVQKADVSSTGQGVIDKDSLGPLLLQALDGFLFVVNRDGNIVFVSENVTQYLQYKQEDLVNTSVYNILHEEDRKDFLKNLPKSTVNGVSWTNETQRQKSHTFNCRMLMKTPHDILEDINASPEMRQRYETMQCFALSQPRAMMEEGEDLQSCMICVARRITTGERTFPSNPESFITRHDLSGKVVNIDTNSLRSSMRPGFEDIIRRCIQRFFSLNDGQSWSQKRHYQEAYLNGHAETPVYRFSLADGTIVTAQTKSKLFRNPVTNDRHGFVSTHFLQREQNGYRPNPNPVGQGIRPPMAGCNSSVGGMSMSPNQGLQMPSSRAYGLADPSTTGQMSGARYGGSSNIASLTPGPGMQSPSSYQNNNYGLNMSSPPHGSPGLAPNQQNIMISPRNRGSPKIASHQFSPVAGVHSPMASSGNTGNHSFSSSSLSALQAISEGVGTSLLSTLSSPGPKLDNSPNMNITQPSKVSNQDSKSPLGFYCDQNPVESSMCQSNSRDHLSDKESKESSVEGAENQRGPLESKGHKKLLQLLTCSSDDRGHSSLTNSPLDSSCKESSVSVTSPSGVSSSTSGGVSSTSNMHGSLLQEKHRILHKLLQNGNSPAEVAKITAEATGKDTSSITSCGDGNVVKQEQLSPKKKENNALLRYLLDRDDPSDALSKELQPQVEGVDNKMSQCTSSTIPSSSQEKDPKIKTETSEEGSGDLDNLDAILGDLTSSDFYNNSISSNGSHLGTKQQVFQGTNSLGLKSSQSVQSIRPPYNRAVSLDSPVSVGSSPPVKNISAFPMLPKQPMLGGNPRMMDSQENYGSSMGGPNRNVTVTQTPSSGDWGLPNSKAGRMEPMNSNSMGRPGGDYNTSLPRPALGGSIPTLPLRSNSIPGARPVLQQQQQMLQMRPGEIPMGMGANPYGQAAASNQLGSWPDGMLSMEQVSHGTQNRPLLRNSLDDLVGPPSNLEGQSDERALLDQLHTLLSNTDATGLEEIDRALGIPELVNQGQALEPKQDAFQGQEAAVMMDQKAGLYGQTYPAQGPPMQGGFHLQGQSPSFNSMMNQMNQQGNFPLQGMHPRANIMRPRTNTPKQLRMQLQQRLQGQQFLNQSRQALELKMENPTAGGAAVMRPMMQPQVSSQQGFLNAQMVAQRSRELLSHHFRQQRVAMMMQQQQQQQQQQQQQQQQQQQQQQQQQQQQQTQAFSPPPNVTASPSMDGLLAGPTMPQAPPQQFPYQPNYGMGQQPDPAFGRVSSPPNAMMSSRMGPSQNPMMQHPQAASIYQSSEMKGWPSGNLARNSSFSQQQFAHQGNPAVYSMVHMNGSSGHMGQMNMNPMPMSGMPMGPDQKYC
# NCOA2 inhibitor – inhibits human steroid receptor coactivator 2 | AID 651957 | HEK293 GAL4-SRC2 luciferase reporter, luminescence | hit rate 0.17% among 370,000 | Q15596 | inhibition, % at 9 µM;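 active means inhibition above the mean inhibition of all tested compounds plus 3 SD, set per campaign, cut at about 52% in these data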;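 further: 0% = DMSO treated cells and 100% = cells given Gossypol at 36 µM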
# NOD2-RIPK2 inh – inhibitors of human NOD2-RIPK2 interaction. AID 624267. CHO BLA complementation NOD2-RIPK2, CCF4 ratio. O43353. inhibition, % at 4.98 µM. hit rate 0.38% among 360,000; in the data active means inhibition above about 21%;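 further: 0% = vehicle only and 100% = reference blocker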
# TLR9-MyD88 block – TLR9-MyD88 interaction inhibition | hit rate 0.21% among 340,000 | inhibition, % at 4.98 µM | CHO BLA complementation TLR9-MyD88, CCF4 FRET ratio | Q9NR96+Q99836;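 active means inhibition above the mean over all tested compounds plus 3 SD, cut at about 21% in these data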;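 further: 0% = DMSO only wells and 100% = clavulanate BLA inhibitor control wells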
# COUP-TFII inh – NR2F2 (human) inhibition, primary screen. AID 686940. inhibition, % at 8.6 µM. HEK293T NGFI-A luciferase reporter, luminescence. hit rate 0.7% among 370,000;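 active means inhibition above a per-plate cutoff, mean inhibition of test wells between control levels plus 3 SD, cut at about 38% in these data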;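 further: cells cotransfected with COUP-TFII expression vector driving the NGFI-A reporter; 0% = median of COUP-TF2 test wells and 100% = reporter-only cells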
# NR5A2 inv ag – inverse agonists of human LRH-1 (NR5A2) | O00482 | HEK293T StAR-luciferase reporter, LRH-1 transfected, 24 h | inhibition, % at 3.6 µM | hit rate 0.13% among 360,000 | AID 602396;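 active means inhibition above the mean inhibition of all tested compounds plus 3 SD, cut at about 73% in these data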;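 further: 0% = DMSO wells and 100% = reporter-only cells lacking LRH-1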
# LMP1 NFkB inh – reduces LMP1-driven NF-kappaB luciferase signal. hit rate 0.69% among 350,000. inhibition, % at 12.5 µM. LMP1-induced NF-kappaB luciferase reporter cells, luminescence; in the data active means inhibition above about 41%;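 further: 0% = neutral control wells and 100% = reference inhibitor control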
# TROY NFkB inh – inhibitors of TROY-dependent NF-kB signaling; Q293 LMP1-TROYcd NF-kB luciferase reporter, 4 h; inhibition, % at 10 µM; hit rate 0.98% among 360,000; AID 1347056;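 active means compounds whose plate-normalised and pattern-corrected inhibition of the luciferase reporter signal at the single screening dose is 50% or more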
# Active calls of the source: *; · = not tested or not shown. The list is partial. The share of hits here may be higher or lower than overall.
entry	SMILES	TWEAK Fn14 block	TLR9-MyD88 block	NR5A2 inv ag	SRC3 inh	NOD2-RIPK2 inh	LMP1 NFkB inh	TRAIL sens C8	NCOA2 inhibitor	TROY NFkB inh	NCOA1 inh	COUP-TFII inh
1	O=C(CN1CCN(c2ccccc2)CC1)Nc1ccc2c(c1)CCC2	3	-11	0	-2	-3	-6	-5	-61	15	0	-5
2	O=C(Cn1nnc(-c2ccccc2)n1)NCc1ccco1	-38	-5	22	10	-20	-7	-1	2	-35	6	0
3	O=C(NCC(=O)N1CCCC(C(F)(F)F)C1)c1ccccc1F (stereo unspecified)	3	-2	-27	-27	-3	-6	5	-38	-15	-64	-18
4	CCOc1cc(C)c(C(C)C)cc1S(=O)(=O)N1CCOCC1	-9	-8	19	21	-5	-4	-13	-6	15	11	-1
5	O=C(NC1CCCCC1)N1CCN(CCc2ccccc2)CC1	2	6	2	3	1	-2	-4	27	2	8	1
6	O=C(CCc1nc(-c2ccccc2F)no1)Nc1ccc(Oc2ccccc2)cc1	52*	1	24	7	-12	7	18	29	44	11	30
7	CCN(CC)C(=O)C1CC(c2ccc(OC)cc2)=NO1 (stereo unspecified)	13	-2	-64	-48	2	-17	-1	-27	-37	-58	-40
8	O=C(CCC1CCCC1)NCCS(=O)(=O)N1CCN(c2ccccc2F)CC1	15	-2	-16	-25	-2	2	-13	-1	6	0	10
9	CCn1c(Cc2ccccc2)nnc1SCC(=O)c1c(N)n(C2CC2)c(=O)[nH]c1=O	4	-9	25	18	-1	1	-1	-12	-13	-6	-7
10	CCOc1cc(/C=N/NC(=O)c2cc(-c3cccnc3)nc3ccccc23)ccc1O	15	7	0	0	-2	1	-11	28	-7	-1	10
11	Cc1cccc(NC(=O)C2CCCN2C(=O)OCc2ccccc2)c1 (stereo unspecified)	-2	1	-17	1	-10	-6	-13	-27	7	-4	12
12	CCCS(=O)(=O)c1c(S(=O)(=O)CCC)c2c(N)cccn2c1C(=O)c1ccc(F)cc1	0	1	2	7	6	5	-14	7	-6	-1	7
13	O=C(O)C1CCCN1c1nc(-c2ccc(Cl)c(Cl)c2)cc(C(F)(F)F)n1 (stereo unspecified)	48	-8	92*	72*	5	37	-25	-16	-2	53	26
14	NC(=S)N/N=C1\CC(c2ccc3c(c2)OCCCO3)Oc2ccc(F)cc21 (stereo unspecified)	17	10	-4	-1	-1	11	14	16	24	-2	11
15	Cc1ccc(CCC(=O)Nc2ccc(Cl)cc2Cl)o1	-2	3	-13	-24	1	-1	-3	-32	-47	-11	-18
16	O=C(Cc1ccccc1[N+](=O)[O-])OCC(=O)c1ccccc1Br	-8	6	-9	14	8	-15	9	-15	-53	-18	-1
17	O=C(c1ccccc1)N(CCCl)C(=O)N(CCCl)C(=O)c1ccccc1	-5	0	1	-1	-14	-6	-6	-15	-7	-10	-6
18	CC1CCN(C(=O)CNC(=O)CNC(=O)Cc2ccccc2)CC1	-10	-4	16	-12	3	1	-16	-1	5	-7	-25
19	Cc1cc(Cl)ccc1-c1nc(NCCN(C)C)nc2ccsc12	-11	·	15	6	-13	·	0	13	0	11	1
20	Cc1oc(-c2cccc(F)c2)nc1CN(Cc1ccccc1)C[C@@H]1CCC(=O)N1	7	5	16	10	2	-2	6	20	14	7	19
21	COC(=O)C1=C(C)N(C)C(=O)NC1c1ccccc1 (stereo unspecified)	-4	1	14	10	3	4	-9	-32	5	11	8
22	CS(=O)(=O)N1N=C(c2ccco2)CC1c1cccc([N+](=O)[O-])c1 (stereo unspecified)	7	2	19	0	2	4	4	-12	12	-24	-9
23	O=C(NCCCN1CCCC1=O)c1cc(-c2ccc3c(c2)OCO3)nc2ccccc12	-12	-9	4	0	-9	-5	37	-7	4	-12	1
24	Cc1cc(C)c(S(=O)(=O)Nc2ccccc2C(=O)N2CCCC2)c(C)c1	14	-5	-7	6	-6	0	17	1	17	-17	0
25	c1ccc(CCn2cnc3ccccc32)cc1	-4	-7	0	-23	-3	-7	-3	-4	-26	-23	-11

# Continuation:
entry	SMILES	TWEAK Fn14 block	TLR9-MyD88 block	NR5A2 inv ag	SRC3 inh	NOD2-RIPK2 inh	LMP1 NFkB inh	TRAIL sens C8	NCOA2 inhibitor	TROY NFkB inh	NCOA1 inh	COUP-TFII inh
26	Cc1ccc(-n2c(C)cc(C(=O)NS(=O)(=O)c3ccc(C)cc3)c2C)cc1	-4	9	-16	18	-4	-7	-9	-1	4	5	8
27	Cc1ccc(Cn2ncc3c(N4CCCC4)ncnc32)cc1	22	3	-12	-26	-6	-1	-8	-19	·	1	-7
28	Cc1cccc(C)c1-n1nnnc1C1c2ccccc2C(=O)N1CCOc1ccccc1 (stereo unspecified)	-1	·	-34	·	3	·	-7	-34	-64	·	-1
29	O=c1[nH]c(=O)n(-c2cc(Br)c(O)c(Br)c2)cc1Br	18	5	4	2	-9	8	6	-1	-14	-2	6
30	CCn1c(=O)n(CC)c2cc(N3CCCC3)c(NC(=O)c3ccccc3C)cc21	5	3	1	-2	4	14	-10	-1	12	2	2
31	NC(Cc1ccc(F)cc1)c1csc(Nc2ccc(C(=O)NCCCO)cn2)n1 (stereo unspecified)	12	·	10	-11	-8	·	1	0	4	5	13
32	O=C(CN1C(=O)c2ccccc2C1=O)C(O)CN1C(=O)c2ccccc2C1=O (stereo unspecified)	8	·	27	4	-70	·	-8	·	-5	-15	·
33	CCC(C)NC(=O)CSc1nc2c(sc3ccccc32)c(=O)n1CCCN1CCOCC1 (stereo unspecified)	8	-7	-2	-1	-3	0	8	16	2	6	-1
34	COc1ccc(C(=O)Nc2ccc(Oc3ncnc4sc(-c5ccccc5)cc34)cc2)cc1OC	-38	-2	-5	11	-2	1	10	3	-26	-5	14
35	CCOC(=O)/C(C#N)=C/c1c(Oc2cc(C)cc(C)c2)nc2ccccn2c1=O	-27	1	4	13	-4	-7	-8	-17	-22	-21	-4
36	O=C(Nc1ccc(F)cc1)C1C2CCC3C(CCC21)C3(Cl)Cl (stereo unspecified)	-64	·	6	1	-3	-1	18	-11	-9	12	-3
37	C=CCNC(=O)c1c(CSc2ccccc2)noc1C(=O)NCc1ccccc1	-25	7	-14	25	-5	5	1	-2	-16	6	-4
38	O=C(Nc1ccccc1F)C(=O)Nc1cccc2ccccc12	-37	-3	-79	-56	0	-58	20	-27	-37	-91	2
39	Clc1cccc(-c2nc3c4ccccc4ccn3c2CC2CCCCC2)c1	7	·	-12	-4	-3	·	-11	-7	-8	-25	8
40	CCOC(=O)C(=O)N/N=C(/c1ccccc1)c1ccc(OC)cc1	1	1	-21	11	7	13	-23	9	-21	9	-4
41	CCc1noc(C)c1C(=O)NC1CCCc2c1cnn2-c1ccc(C(C)(C)C)cc1 (stereo unspecified)	4	-7	14	-5	1	-4	6	-3	-38	-10	-6
42	COc1ccc(C2/C=C\CN(S(=O)(=O)c3ccc(C)cc3)[C@H](Cc3ccccc3)C(=O)N2Cc2ccc(F)cc2)cc1 (stereo partly specified)	22	-5	-4	-1	-6	-3	14	·	2	-5	·
43	CCCCN(C(=O)c1ccc(N2CCCC2=O)cc1)c1c(N)n(CCCC)c(=O)[nH]c1=O	-1	0	17	-11	-3	-7	2	-8	-4	-17	-7
44	Cc1ccc(NC(=O)CNC(c2ccccc2)c2ccccc2)c(F)c1	-3	-3	6	13	8	-14	-3	-12	13	9	-10
45	COc1ccccc1-c1cnc(C(O)c2ccc(SC)cc2)[nH]1 (stereo unspecified)	-25	·	18	-9	8	·	-6	5	-14	9	18
46	Cc1cc(OCCCCOc2ccc(C#N)cc2)ccc1[N+](=O)[O-]	-19	-11	-34	2	-10	5	14	8	31	-23	-4
47	Cc1cccc(CCN=C(N)NS(=O)(=O)c2ccccc2)c1	-1	7	3	-3	-3	1	2	-31	-14	-8	1
48	Cc1ccc(S(=O)(=O)N2CCC(C(=O)NCc3cccnc3)CC2)cc1	10	5	-8	1	-10	6	0	-25	-5	-4	-6
49	CC(C)n1cc(NC(=O)c2cc(-c3ccccc3)on2)cn1	-26	3	-52	-27	-2	-2	14	-31	-45	-60	-54
50	CC(=N)C1=C(O)CC(c2ccccc2)CC1=O (stereo unspecified)	29	-6	3	-4	-5	1	2	-16	-1	-46	8

# 7 of these compounds, reformatted.
34: COc1ccc(C(=O)Nc2ccc(Oc3ncnc4sc(-c5ccccc5)cc34)cc2)cc1OC
35: CCOC(=O)/C(C#N)=C/c1c(Oc2cc(C)cc(C)c2)nc2ccccn2c1=O
36: O=C(Nc1ccc(F)cc1)C1C2CCC3C(CCC21)C3(Cl)Cl (stereo unspecified)
37: C=CCNC(=O)c1c(CSc2ccccc2)noc1C(=O)NCc1ccccc1
38: O=C(Nc1ccccc1F)C(=O)Nc1cccc2ccccc12
39: Clc1cccc(-c2nc3c4ccccc4ccn3c2CC2CCCCC2)c1
40: CCOC(=O)C(=O)N/N=C(/c1ccccc1)c1ccc(OC)cc1
assay / entry | 34 | 35 | 36 | 37 | 38 | 39 | 40
TWEAK Fn14 block | -38 | -27 | -64 | -25 | -37 | 7 | 1
TLR9-MyD88 block | -2 | 1 | · | 7 | -3 | · | 1
NR5A2 inv ag | -5 | 4 | 6 | -14 | -79 | -12 | -21
SRC3 inh | 11 | 13 | 1 | 25 | -56 | -4 | 11
NOD2-RIPK2 inh | -2 | -4 | -3 | -5 | 0 | -3 | 7
LMP1 NFkB inh | 1 | -7 | -1 | 5 | -58 | · | 13
TRAIL sens C8 | 10 | -8 | 18 | 1 | 20 | -11 | -23
NCOA2 inhibitor | 3 | -17 | -11 | -2 | -27 | -7 | 9
TROY NFkB inh | -26 | -22 | -9 | -16 | -37 | -8 | -21
NCOA1 inh | -5 | -21 | 12 | 6 | -91 | -25 | 9
COUP-TFII inh | 14 | -4 | -3 | -4 | 2 | 8 | -4

# Remaining list, next part
entry	SMILES	TWEAK Fn14 block	TLR9-MyD88 block	NR5A2 inv ag	SRC3 inh	NOD2-RIPK2 inh	LMP1 NFkB inh	TRAIL sens C8	NCOA2 inhibitor	TROY NFkB inh	NCOA1 inh	COUP-TFII inh
51	Cc1nc(Nc2ccccc2Cl)sc1C(=O)Nc1ccccc1	-32	-7	-23	-20	1	-7	20	-27	-21	-14	-34
52	CN1CCN(C(=O)c2ccc(-n3cccc3)cc2)CC1	4	-9	1	-4	-2	-2	-10	-30	2	-16	0
53	CCc1nc2c(OCC3COc4ccccc4O3)cccn2c1N(C)C(=O)c1cccc(OC)c1 (stereo unspecified)	-4	·	12	8	8	·	9	23	2	-10	3
54	Cc1ccc(NC(=O)c2ccc3nccnc3c2)c(C)c1	-4	6	-25	-32	1	-12	1	16	-42	-33	-27
55	CC(Oc1ccc([N+](=O)[O-])cc1)C(=O)NCC1CCCO1 (stereo unspecified)	1	-2	-9	-25	1	-4	9	-23	-4	-3	-10
56	COc1ccccc1OCc1ccc(C(=O)NCC(C)C)o1	-1	3	-4	-13	-2	0	-1	-4	0	-59	17
57	Cc1ccc(-c2nc3ncccc3o2)cc1NC(=O)CC(C)C	-15	2	9	3	2	-3	-4	-16	8	-24	-7
58	CN(Cc1ccccc1)C(=O)COC(=O)CNS(=O)(=O)c1ccc2ccccc2c1	5	-4	15	-2	-1	-7	-8	4	-11	-6	2
